High-throughput results (PubChem)
PLC-beta3 inh = blocks human PLC-beta3 enzyme activity | Purified PLC-beta3, fluorogenic substrate, fluorescence | inhibition, % at 12.2 µM | actives 0.18% (n = 370,000) | AID 720704; in the data active = inhibition above about 11%;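 note: 0% = median of compound wells on plate and 100% = full blocker control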
Target sequence (Q01970 whole entry, looked up): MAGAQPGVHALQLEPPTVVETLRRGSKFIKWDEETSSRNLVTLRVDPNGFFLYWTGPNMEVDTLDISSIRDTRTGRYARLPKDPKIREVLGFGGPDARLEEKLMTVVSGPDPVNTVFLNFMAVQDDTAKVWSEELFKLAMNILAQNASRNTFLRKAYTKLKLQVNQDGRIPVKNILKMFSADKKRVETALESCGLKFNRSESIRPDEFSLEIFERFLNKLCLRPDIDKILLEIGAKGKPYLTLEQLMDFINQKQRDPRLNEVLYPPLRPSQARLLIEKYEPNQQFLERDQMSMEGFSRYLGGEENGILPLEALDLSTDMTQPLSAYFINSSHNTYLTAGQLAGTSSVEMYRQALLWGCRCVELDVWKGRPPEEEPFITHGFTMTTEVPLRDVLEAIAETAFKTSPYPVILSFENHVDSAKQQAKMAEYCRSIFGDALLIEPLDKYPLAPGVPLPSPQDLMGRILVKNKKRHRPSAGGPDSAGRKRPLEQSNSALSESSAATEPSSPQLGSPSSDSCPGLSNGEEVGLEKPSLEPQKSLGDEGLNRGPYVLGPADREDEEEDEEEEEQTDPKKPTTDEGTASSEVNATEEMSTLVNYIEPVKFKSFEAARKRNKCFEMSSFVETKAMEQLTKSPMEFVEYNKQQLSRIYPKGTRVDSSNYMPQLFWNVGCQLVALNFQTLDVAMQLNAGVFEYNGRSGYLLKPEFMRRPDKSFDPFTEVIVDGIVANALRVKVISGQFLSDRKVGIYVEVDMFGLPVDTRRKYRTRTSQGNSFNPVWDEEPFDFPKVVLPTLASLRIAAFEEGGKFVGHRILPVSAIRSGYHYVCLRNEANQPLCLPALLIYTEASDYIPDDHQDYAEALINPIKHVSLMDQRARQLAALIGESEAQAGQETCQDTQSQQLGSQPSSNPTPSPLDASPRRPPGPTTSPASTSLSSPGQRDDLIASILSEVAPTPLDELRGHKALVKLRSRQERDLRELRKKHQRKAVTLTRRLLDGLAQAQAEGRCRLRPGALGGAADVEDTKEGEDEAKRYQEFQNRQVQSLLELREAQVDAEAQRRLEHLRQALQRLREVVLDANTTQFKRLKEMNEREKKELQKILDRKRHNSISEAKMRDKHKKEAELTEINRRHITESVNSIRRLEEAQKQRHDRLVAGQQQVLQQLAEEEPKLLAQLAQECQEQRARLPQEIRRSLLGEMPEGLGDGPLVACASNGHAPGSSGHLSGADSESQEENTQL
sPLA2-III inh = Inhibits HGIII-sPLA2 liposome hydrolysis, primary screen; Q9NZ20; QFRET BODIPY PC-A2 liposome hydrolysis, fluorescence; inhibition, % at 12.2 µM; actives 0.56% (n = 370,000); AID 743126;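 active = inhibition above mean plus 3 SD of compounds lying within the high and low control bounds, cut at about 19% in these data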;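 note: 0% = median of test compound wells and 100% = no enzyme DMSO wells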
NR1D1 modulator = Rev-erb alpha (human) modulation; P20393; Rev-erbα–FITC-DNA binding, fluorescence polarization, 90 min; activity, % at 10 µM; actives 0.79% (n = 370,000);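 active = activity above about 14%, limit read from the data; passing the limit was not always enough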;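 note: 0% = DMSO wells with 35 nM protein and 100% = DMSO wells with 750 nM protein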
hgDAF12 agonist = agonists of H. glycines DAF-12 nuclear receptor; HEK293 GAL4-hgDAF12 UAS-luciferase reporter, agonist luminescence; normalized to butyrate control; actives 1.8% (n = 370,000); AID 687014; activation, % at 6.8 µM;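 active = activation above a cutoff set at the mean of all screened compounds plus 3 SD, cut at about 10% in these data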;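 note: 0% = DMSO wells and 100% = sodium butyrate wells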
FXN GAA850 act = increases GAA850 frataxin promoter reporter activity; HEK293 lucGAA850 FXN promoter luciferase reporter, 24 h; percent of 10 µM SAHA response; activation, % at 6 µM; actives 0.56% (n = 360,000); AID 540364;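 active = activation above the average of all compounds screened plus 3 SD, cutoff fixed separately per campaign, cut at about 7.5% in these data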;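 note: 0% = DMSO wells and 100% = 10 µM SAHA wells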
SMARCA2 act = increases SMARCA2 function in MMTV reporter cells; activation, % at 9.1 µM; AID 652017; MG213 cells, MMTV-luciferase reporter, dexamethasone, overnight; actives 1% (n = 370,000); in the data active = activation above about 7.8%;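 note: 0% = vehicle wells and 100% = reference activator wells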
hcDAF12 agonist = H. contortus DAF-12 activation, primary screen | AID 652067 | actives 1.4% (n = 370,000) | activation, % at 6.8 µM | HEK293 hcDAF-12 lit1-tk-luc reporter, luminescence; 0% DMSO, 100% Δ7-dafachronic acid;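 active = activation above the mean of all tested compounds plus 3 SD, cut at about 5.5% in these data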;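 note: 100% = response to 3 µM Δ7-dafachronic acid high control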
ssDAF12 agonist = S. stercoralis DAF-12 activation, primary screen. HEK293 ssDAF-12/GRIP1 lit1-tk-luc reporter, luminescence; % of 3 µM dafachronic acid response. activation, % at 6.8 µM. actives 1% (n = 370,000). AID 652126;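 active = activation above the mean over all tested compounds plus 3 SD, cut at about 0.9% in these data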;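 note: 0% = DMSO-only wells and 100% = 3 µM delta7-dafachronic acid wells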
DAX1 inh-1 = DAX1 (NR0B1) inhibition, primary screen; HEK293T StAR-luciferase reporter, SF-1/DAX-1 repression relief; inhibition, % at 6.8 µM; AID 652010; actives 1.1% (n = 370,000);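 active = inhibition above the mean over all tested compounds plus 3 SD, cut at about 3.6% in these data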;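 note: 0% = DAX-1 cells with DMSO and 100% = cells lacking DAX-1 with DMSO; higher inhibition means more luminescence from relief of DAX-1 repression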
DAX1 inh-2 = inhibitors of human orphan nuclear receptor DAX1 (NR0B1); P51843; HEK293 Gal4-DAX1 luciferase reporter, luminescence; inhibition, % at 6.75 µM; actives 0.99% (n = 340,000); AID 504766;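 active = inhibition above the mean over all tested compounds plus 3 SD, cut at about 4.2% in these data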;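 note: 0% = DAX1-transfected cells with DMSO and 100% = empty-vector control cells with DMSO; inhibition shows as a rise in luminescence from relieved DAX1 repression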
PG9 binder = PG9 antibody binding by small molecule. TR-FRET gp120-PG9 antibody binding. inhibition, % at 6.7 µM. actives 0.43% (n = 360,000); in the data active = inhibition above about 8.5%
* marks the source's active call; other numbers are inactive results.

CCc1cc(C(=O)N2CCN(C(=O)c3ccccc3)CC2)sc1C was read as PLC-beta3 inh 2, sPLA2-III inh -2, NR1D1 modulator -1, hgDAF12 agonist -2.5, FXN GAA850 act -1.7, SMARCA2 act -2, hcDAF12 agonist -1.2, ssDAF12 agonist -1.2, DAX1 inh-1 1.6, DAX1 inh-2 -1.3 and PG9 binder -1.6.
CN1/C(=C\C(=O)COC(=O)CNC(=O)c2ccccc2F)C(C)(C)c2ccccc21 was read as PLC-beta3 inh -32, sPLA2-III inh 7, NR1D1 modulator 7, hgDAF12 agonist -0.1, FXN GAA850 act -0.5, SMARCA2 act 1, hcDAF12 agonist 0.0, ssDAF12 agonist -1.0, DAX1 inh-1 -0.1, DAX1 inh-2 2.9 and PG9 binder -0.4.
Screening C#CCOCCOCCOCCNc1nc(N2CCN(C(=O)[C@H]([C@@H](C)CC)n3cc(CCCN=C(N)N)nn3)CC2)nc(N2CCN(C(=O)[C@H](Cc3ccc(O)cc3)n3cc(CCO)nn3)CC2)n1 returned PLC-beta3 inh 3, sPLA2-III inh -9, NR1D1 modulator 6, hgDAF12 agonist 0.0, FXN GAA850 act -1.1, SMARCA2 act 1, hcDAF12 agonist 1.8, ssDAF12 agonist -1.1, DAX1 inh-1 -0.1, DAX1 inh-2 1.9 and PG9 binder -0.7.
Cc1cccc(NC(=S)N(CCCN2CCOCC2)Cc2ccco2)c1 was read as PLC-beta3 inh 2, sPLA2-III inh 13, NR1D1 modulator -3, hgDAF12 agonist 1.9, FXN GAA850 act -0.3, SMARCA2 act -1, hcDAF12 agonist -0.7, ssDAF12 agonist -1.7, DAX1 inh-1 0.8, DAX1 inh-2 -0.1 and PG9 binder 0.8.
Screening COc1ccc(F)cc1C(=O)C1CCCN(C(=O)Cc2c(C)noc2C)C1 (centres undefined) returned PLC-beta3 inh -10, sPLA2-III inh 1, NR1D1 modulator -4, hgDAF12 agonist 0.3, FXN GAA850 act -0.3, SMARCA2 act -2, hcDAF12 agonist 0.6, ssDAF12 agonist -1.5, DAX1 inh-1 -0.2, DAX1 inh-2 -0.5 and PG9 binder -0.2.
`CC1(C(=O)NS(=O)(=O)c2cccc(F)c2)CCN1C(=O)CC1CCCCC1` (centres undefined) gave PLC-beta3 inh 2, sPLA2-III inh -5, NR1D1 modulator -6, hgDAF12 agonist 1.2, FXN GAA850 act 1.5, SMARCA2 act -2, hcDAF12 agonist -2.2, ssDAF12 agonist -1.3, DAX1 inh-1 1.0 and PG9 binder 0.2.
O=S(=O)(NCc1cccs1)c1cccc(S(=O)(=O)N2CCCCC2)c1 was read as PLC-beta3 inh -1, sPLA2-III inh -16, NR1D1 modulator 4, hgDAF12 agonist -0.2, FXN GAA850 act 4.1, SMARCA2 act -3, hcDAF12 agonist -2.4, ssDAF12 agonist -1.2, DAX1 inh-1 -1.1, DAX1 inh-2 -0.8 and PG9 binder 2.4.
`O=C(O)CCc1nc(-c2ccc(Cl)cc2)no1` gave PLC-beta3 inh 1, sPLA2-III inh -6, NR1D1 modulator 1, hgDAF12 agonist 0.9, FXN GAA850 act 0.0, SMARCA2 act 1, hcDAF12 agonist -1.5, ssDAF12 agonist -1.0, DAX1 inh-1 -1.2, DAX1 inh-2 0.3 and PG9 binder -2.9.
`CCN1CCN(C(=S)c2ccc(Cl)c(Cl)c2)CC1` gave PLC-beta3 inh -3, sPLA2-III inh 10, NR1D1 modulator 5, hgDAF12 agonist 1.3, FXN GAA850 act -0.7, SMARCA2 act -6, hcDAF12 agonist -0.5, ssDAF12 agonist -1.0, DAX1 inh-1 -0.4, DAX1 inh-2 0.8 and PG9 binder 1.8.
COc1cccc(NS(=O)(=O)c2ccc3[nH]cc(C(=O)NCCN4CCOCC4)c(=O)c3c2)c1 was read as PLC-beta3 inh -1, sPLA2-III inh 0, NR1D1 modulator 1, hgDAF12 agonist 1.3, FXN GAA850 act -0.3, SMARCA2 act 1, hcDAF12 agonist -0.4, ssDAF12 agonist -1.0, DAX1 inh-1 -0.3, DAX1 inh-2 -0.5 and PG9 binder 2.7.
For Cc1ccc(S(=O)(=O)N(C)CC(=O)NCCCn2nc(C)cc2C)cc1 the results were PLC-beta3 inh -2, sPLA2-III inh -5, NR1D1 modulator 7, hgDAF12 agonist 4.1, FXN GAA850 act -0.8, SMARCA2 act 2, hcDAF12 agonist -0.8, ssDAF12 agonist -0.4, DAX1 inh-1 -0.8, DAX1 inh-2 1.0 and PG9 binder -0.1.
Screening C#CCNC(=O)C[C@H]1C[C@@]2(C(=O)OC)C(=C[C@H](C(C)(C)C)O[C@@H]2C)N(CCC2=CCCCC2)C1=O returned PLC-beta3 inh -3, sPLA2-III inh 7, NR1D1 modulator 1, hgDAF12 agonist 0.3, SMARCA2 act -1, hcDAF12 agonist -0.1, ssDAF12 agonist -1.0, DAX1 inh-1 -0.9 and PG9 binder -1.0.
Screening COc1ccc(-n2ncc3c(=O)n(Cc4c(F)cccc4Cl)cnc32)cc1 returned PLC-beta3 inh -10, sPLA2-III inh -2, NR1D1 modulator -1, hgDAF12 agonist 0.1, FXN GAA850 act 1.4, SMARCA2 act -1, hcDAF12 agonist -0.3, ssDAF12 agonist -1.2, DAX1 inh-1 0.5, DAX1 inh-2 -0.3 and PG9 binder 1.8.
`O=C(c1ccc2c(c1)OCO2)N1CCCC1` gave PLC-beta3 inh 5, sPLA2-III inh 1, hgDAF12 agonist 1.0, FXN GAA850 act 1.3, SMARCA2 act -2, hcDAF12 agonist 0.1, ssDAF12 agonist -1.4, DAX1 inh-1 -0.8, DAX1 inh-2 -0.5 and PG9 binder -1.3.
`C[C@H]1CN([C@@H](C)CO)S(=O)(=O)c2ccc(Br)cc2O[C@H]1CN(C)Cc1ccccc1F` gave PLC-beta3 inh 3, sPLA2-III inh -7, NR1D1 modulator 3, hgDAF12 agonist -1.6, FXN GAA850 act 0.7, SMARCA2 act -1, hcDAF12 agonist -1.1, ssDAF12 agonist -1.4, DAX1 inh-1 -0.8, DAX1 inh-2 -0.2 and PG9 binder -3.7.
COc1cc(OC)c2c(-c3cccc(-c4ccc(C(F)(F)F)cc4)c3)cc(=O)oc2c1 was read as PLC-beta3 inh -1, sPLA2-III inh -11, NR1D1 modulator -2, hgDAF12 agonist 1.8, FXN GAA850 act -0.7, SMARCA2 act -5, hcDAF12 agonist 0.4, ssDAF12 agonist -1.5, DAX1 inh-1 2.9, DAX1 inh-2 0.7 and PG9 binder 2.5.
Screening O=C(COc1ccc(S(=O)(=O)N2CCCCC2)cc1)NCC1CCCO1 (centres undefined) returned PLC-beta3 inh 3, sPLA2-III inh 4, NR1D1 modulator 3, hgDAF12 agonist 2.0, FXN GAA850 act 2.9, SMARCA2 act -4, hcDAF12 agonist -2.0, ssDAF12 agonist -1.2, DAX1 inh-1 0.4, DAX1 inh-2 -0.3 and PG9 binder -0.3.
Screening NC(Cc1ccc(C(F)(F)F)cc1)c1csc(Nc2ccc(C(=O)NCCCO)cn2)n1 (centres undefined) returned PLC-beta3 inh -69, sPLA2-III inh 0, NR1D1 modulator -1, hgDAF12 agonist 2.8, FXN GAA850 act 0.8, SMARCA2 act -3, hcDAF12 agonist 1.7, ssDAF12 agonist -1.2, DAX1 inh-1 0.0 and PG9 binder -0.1.
Nn1c(SCc2cn3cc(Cl)ccc3n2)nnc1-c1ccncc1 was read as PLC-beta3 inh -8, sPLA2-III inh -1, NR1D1 modulator -1, hgDAF12 agonist 2.8, FXN GAA850 act 0.4, SMARCA2 act -5, hcDAF12 agonist -1.3, ssDAF12 agonist -1.5, DAX1 inh-1 -0.3, DAX1 inh-2 0.9 and PG9 binder 0.0.
For O=C1CSC(c2cn(-c3ccccc3)nc2-c2cc3ccccc3oc2=O)N1Cc1ccccc1 (centres undefined) the results were PLC-beta3 inh -77, sPLA2-III inh 2, NR1D1 modulator 16, hgDAF12 agonist 0.3, FXN GAA850 act -1.8, SMARCA2 act -1, hcDAF12 agonist -1.8, ssDAF12 agonist -0.8, DAX1 inh-1 0.1, DAX1 inh-2 1.1 and PG9 binder 0.0.
For O=C(OCc1ccccc1C(F)(F)F)c1ccc(Br)c(S(=O)(=O)N2CCOCC2)c1 the results were PLC-beta3 inh -4, sPLA2-III inh -3, NR1D1 modulator 6, hgDAF12 agonist -1.7, FXN GAA850 act 1.7, SMARCA2 act -2, hcDAF12 agonist 0.6, ssDAF12 agonist -1.0, DAX1 inh-1 -1.0, DAX1 inh-2 -0.6 and PG9 binder 1.1.
`Cc1ccc(S(=O)(=O)Nc2cc(=O)[nH]c(SCc3ccccc3Cl)n2)cc1` gave PLC-beta3 inh 5, sPLA2-III inh 5, NR1D1 modulator 0, hgDAF12 agonist 1.5, FXN GAA850 act 1.1, SMARCA2 act 2, hcDAF12 agonist 1.9, ssDAF12 agonist -1.6, DAX1 inh-1 -0.2, DAX1 inh-2 1.1 and PG9 binder -0.5.
`O=C(CSc1nnc(-c2cccs2)o1)c1ccc2c(c1)OCO2` gave PLC-beta3 inh -1, sPLA2-III inh -13, NR1D1 modulator 115*, hgDAF12 agonist -0.5, SMARCA2 act -4, hcDAF12 agonist 0.3, ssDAF12 agonist -1.5 and DAX1 inh-1 -0.2.
`CN(CC(=O)Nc1ccc(F)cc1)C(=O)COC(=O)Cc1cccs1` gave PLC-beta3 inh 1, sPLA2-III inh -5, NR1D1 modulator -3, hgDAF12 agonist -1.6, FXN GAA850 act 0.6, SMARCA2 act 3, hcDAF12 agonist -1.9, ssDAF12 agonist -1.0, DAX1 inh-1 0.0, DAX1 inh-2 1.8 and PG9 binder -0.9.
Screening O=C(Nc1cccc(F)c1)c1coc(=O)c(Br)c1 returned PLC-beta3 inh -190, sPLA2-III inh 8, NR1D1 modulator 0, hgDAF12 agonist 3.8, FXN GAA850 act 3.1, SMARCA2 act 0, hcDAF12 agonist 0.1, ssDAF12 agonist -0.4, DAX1 inh-1 0.2, DAX1 inh-2 1.1 and PG9 binder -1.0.
For Cc1cccc(-n2nnc(C(=O)N3CCc4ccccc4C3)c2N)c1 the results were PLC-beta3 inh 0, sPLA2-III inh -21, NR1D1 modulator -2, hgDAF12 agonist 3.1, FXN GAA850 act -0.3, SMARCA2 act 0, hcDAF12 agonist -2.5, ssDAF12 agonist -1.4, DAX1 inh-1 0.6, DAX1 inh-2 0.6 and PG9 binder 0.2.
Screening O=C(COc1ccc2c3c(c(=O)oc2c1)CCCC3)NCc1ccccn1 returned PLC-beta3 inh -17, sPLA2-III inh 0, NR1D1 modulator -5, hgDAF12 agonist 1.6, FXN GAA850 act 1.6, SMARCA2 act 0, hcDAF12 agonist -1.1, ssDAF12 agonist -1.4, DAX1 inh-1 -5.5, DAX1 inh-2 0.3 and PG9 binder 2.0.
Screening O=[N+]([O-])c1ccc(CCn2ccnc2)cc1 returned PLC-beta3 inh -2, sPLA2-III inh -6, NR1D1 modulator 4, hgDAF12 agonist 0.7, FXN GAA850 act 2.9, SMARCA2 act 1, hcDAF12 agonist 0.4, ssDAF12 agonist -0.8, DAX1 inh-1 0.4, DAX1 inh-2 0.0 and PG9 binder -0.7.
